# High-throughput results from PubChem.
# ALOX12 inh = blocks human arachidonate 12S-lipoxygenase. P18054. purified 12hLO, xylenol orange hydroperoxide absorbance. Potency, µM (top dose mostly 108 µM), inactives show top-dose activity change, negative = inhibition, most hits filed as inhibitors. 580,000 compounds, 1.1% hits; also: potency is read from the fitted curve at half-maximal effect; % is scaled to controls: 0 for no effect and ±100 for the full control effect
# Target sequence (P18054 whole entry, looked up): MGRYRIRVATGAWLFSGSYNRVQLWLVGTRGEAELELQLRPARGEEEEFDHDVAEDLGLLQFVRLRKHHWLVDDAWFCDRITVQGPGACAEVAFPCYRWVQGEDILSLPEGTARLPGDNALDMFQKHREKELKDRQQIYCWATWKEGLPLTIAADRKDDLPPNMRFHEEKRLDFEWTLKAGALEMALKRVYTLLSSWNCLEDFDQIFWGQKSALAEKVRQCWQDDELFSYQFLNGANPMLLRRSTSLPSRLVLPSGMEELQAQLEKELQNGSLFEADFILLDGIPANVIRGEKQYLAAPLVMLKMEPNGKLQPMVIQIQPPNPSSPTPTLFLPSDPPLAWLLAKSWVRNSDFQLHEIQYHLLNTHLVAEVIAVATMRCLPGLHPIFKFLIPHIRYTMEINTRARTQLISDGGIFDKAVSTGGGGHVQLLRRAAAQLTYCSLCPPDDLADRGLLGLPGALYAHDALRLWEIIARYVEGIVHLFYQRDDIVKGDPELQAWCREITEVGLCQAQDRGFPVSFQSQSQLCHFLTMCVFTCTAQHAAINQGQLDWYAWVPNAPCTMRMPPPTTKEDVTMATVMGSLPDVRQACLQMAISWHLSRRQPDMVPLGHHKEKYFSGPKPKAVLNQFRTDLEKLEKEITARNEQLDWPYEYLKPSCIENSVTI
#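 Hydroperoxide product was detected by ferrous iron/xylenol orange as the 573 to 405 nm absorbance ratio. Arachidonic acid at 40 uM (final) was turned over for 30 min at room temperature by 150 nM human 12hLO, pH 7.0 Hepes buffer, after 15 min compound preincubation.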
# D2 antag = antagonizes the human D2 dopamine receptor; P14416; HEK293 TREx D2 cells, calcium flux, dopamine EC80; inhibition, % at 10 µM; 340,000 compounds, 2% hits; in the data active = inhibition above about 30%; also: 0% is about no effect
#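 Tetracycline-induced HEK293 T-REx cells expressing D2 force-coupled to calcium signalling were dye-loaded, exposed to compound for 180 s, then challenged with an EC80 of dopamine; calcium flux was followed kinetically for a further 180 s.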
# RGS4 inh = inhibitors of human regulator of G protein signaling 4; P49798; Transcreener GDP fluorescence polarization, RGS4-accelerated GTP hydrolysis; Potency, µM (highest dose often 114 µM), without a hit: at the top dose activity change, negative = inhibition, usual class: inhibitors; 390,000 compounds, 0.039% hits; also: potency is read from the fitted curve at half-maximal effect; % is scaled to controls: 0 for no effect and ±100 for the full control effect; nearly all actives have a fitted effect of over 75% in size; some results filed as inactive show a strong effect at the top dose
# Target sequence (P49798 whole entry, looked up): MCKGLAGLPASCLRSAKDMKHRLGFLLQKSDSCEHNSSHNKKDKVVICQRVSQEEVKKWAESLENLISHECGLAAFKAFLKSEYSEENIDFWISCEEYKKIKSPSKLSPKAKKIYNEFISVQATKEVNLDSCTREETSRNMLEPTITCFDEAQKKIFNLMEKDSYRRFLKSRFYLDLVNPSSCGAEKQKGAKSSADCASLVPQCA
#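 MLSMR compounds (23 nl, pin-transferred) preincubated 10 min at room temperature with a 500nM (2x) first reagent, then RGS4 at 900nM (2x) plus Transcreener GDP mix added; fluorescence polarization (620/688 nm) read before and after 90 min at 30 °C.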
# LDHA block = LDHA (human) enzyme inhibition; P00338; purified LDHA, NADH/diaphorase-resazurin fluorescence; active compounds read low; activity change, % (values are at about 110 or 230 µM); 480,000 compounds, 0.15% hits; in the data active = activity change below about -30%; inconclusive = mostly about -25% to -30%;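 also: plate controls were DMSO wells for no effect and wells without enzyme for full effect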
#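 Resorufin fluorescence (ex540/em590), read at 0 and 20 min after diaphorase/resazurin addition, reports the NADH left after a 5 min room-temperature reaction of 2 nM human LDH5 with 0.06 mM NADH and 0.2 mM pyruvate.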
# Vif-APOBEC3F blk = inhibitors of Vif-A3F interaction. HeLa A3F-eYFP + Vif (tagged APOBEC3F with the HIV-1 protein that degrades it), YFP fluorescence increase. Potency, µM (top dose mostly 46.1 µM), for inactives: at the highest dose activity, negative = active. 390,000 compounds, 0.2% hits. AID 602313; also: potency is read from the fitted curve at half-maximal effect; % of control where 0% means no effect; nearly all actives have a fitted effect of over 65% in size
#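 Fluorescence increase (Ex 488/Em 500-530) after overnight compound treatment at 37 deg C flags inhibition of Vif-driven A3F-eYFP loss in stable HeLa A3F-eYFP/Vif cells seeded overnight beforehand.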
# D2 agonist = D2 dopamine receptor (human) agonism; P14416; HEK293 T-REx D2 cells, calcium flux agonist mode; activation, % at 2 µM; 340,000 compounds, 0.53% hits;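 active = activation over 3 SD above normal in the single-dose calcium agonist read, cut at about 30% in these data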; also: 0% is about no effect
#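 Tetracycline-induced HEK293 T-REx cells with force-coupled D2 receptor, plated overnight at 30 C, loaded with no-wash calcium dye. After a 10 s baseline, compound was pin-added and calcium flux read kinetically for 180 s; calcium rises flagged agonists.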
# ERG Ets-DNA blk = ERG Ets/DNA interaction inhibition; fluorescence polarization, His-ERG Ets domain / labelled DNA; Potency, µM (top dose mostly 76.9 µM), without a hit: at the top dose FP activity, negative = inhibition, hits mostly inhibitors; 370,000 compounds, 0.028% hits; active = well fitted inhibition curve with a large enough effect in the polarisation, with a control signal flat; inconclusive = small, poorly fitted or top-dose-only effect, or effect the other way, or a change in a side signal; inactive = no such curve, though single readings can be large or run the other way; the % refers to the polarisation;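 also: polarization taken with two DNA probes labelled with fluorescein and Texas red; potency is read from the fitted curve at half-maximal effect; % of control where 0% means no effect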
#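 His-tagged ERG Ets domain (1 uM in the protein solution; 300mM KCl, 50mM Tris-HCl, 1mM EDTA, 1mM DTT, pH 7.5) received compound, then a probe mix of 5 nM fluorescein-DNA and 100nM Texas-615-DNA. Fluorescence polarization was read for both dyes.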
# Glioma ERSR ind = induces the endoplasmic reticulum stress response in human glioma cells | U87-MG GRP78 promoter luciferase reporter, 16 h | Potency, µM, without a hit: at the highest dose activation, usual class: activators | 420,000 compounds, 0.02% hits; also: potency is read from the fitted curve at half-maximal effect; series mostly up to about 76 µM; % of control where 0% means no effect; nearly all actives have a fitted effect of over 35% in size
#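 Stably transfected U87-MG glioma cells carrying a GRP78-based luciferase sensor; 16 h compound incubation. Luminescence end-point read 10 min after Bright-Glo addition at room temperature.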
# Vif-APOBEC3G blk = blocks the Vif interaction with human APOBEC3G; AID 602310; HeLa A3G-eYFP + Vif (tagged APOBEC3G with the HIV-1 protein that degrades it), YFP fluorescence, overnight; Potency, µM (series often up to 46.1 µM), for inactives: at the highest dose activity, negative = active, most hits filed as inhibitors; Q9HC16; 410,000 compounds, 0.076% hits;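 also: potency is read from the fitted curve at half-maximal effect; % is scaled to controls: 0 for no effect and ±100 for the full control effect; nearly all actives have a fitted effect of over 60% in size; hits raise eYFP signal because A3G escapes Vif-driven loss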
#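 Read-out is eYFP fluorescence (Ex 488/Em 500-530) from Vif-expressing HeLa A3G-eYFP cells; more signal means A3G escaped Vif-mediated degradation. Cells plated overnight, compound pinned in, incubated overnight at 37 deg C.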
# The depositor's hits bear a star; ? = inconclusive; . = not tested or not shown; & = joins results of further samples; [ ] = remark or other dose. Unless noted, calls follow the shape of the dose curve; as a rule, active = well fitted curve in the direction sought with a large enough effect; inconclusive = small, poorly fitted or top-dose-only effect, or another doubt; inactive = no such curve, though single readings can be large; an effect the other way counts as inactive or inconclusive. Only part of the results is shown; rates above refer to the full screens.
SMILES,ALOX12 inh,D2 antag,RGS4 inh,LDHA block,Vif-APOBEC3F blk,D2 agonist,ERG Ets-DNA blk,Glioma ERSR ind,Vif-APOBEC3G blk
COc1ccc(NC(=O)C(=O)NCC2(c3ccc(OC)c(OC)c3)CCCC2)cc1,-15%,.,0%,1,-4%,2.5,0%,-2%,4%
Cc1cc2c(cc1S(=O)(=O)N1CCc3ccccc31)NC(=O)CO2,-26%,-12,2%,1,9%,0.5,3%,-5%,-10%
CCOc1ccccc1N(C(=O)CNC(=O)c1ccco1)C(C(=O)NC1CCCC1)c1ccncc1 (centres undefined),7%,-17,-2%,4,-9%,-0.1,-7%,-4%,0%
CCS(=O)(=O)N(CC(=O)Nc1cccc2ccccc12)c1ccc(OC)cc1,-8%,23,-26%,-2,2%,0.1,.,6%,0%
Cc1nc2c(OCc3ccc(Cl)cc3Cl)cccn2c1N(C)Cc1cccs1,?,.,.,-3,.,.,.,?,-26%
CCc1ccc(S(=O)(=O)c2nnn3c2nc(N2CCN(c4ccccc4)CC2)c2cc(Cl)ccc23)cc1,-35%,.,0%,-9,4%,0.5,-1%,-4%,-5%
COC(=O)c1cc(NC(=O)c2cc3c(-c4ccccc4F)nn(C)c3s2)cc(C(=O)OC)c1,-26%,.,12%,-8,?,0.3,5%,-4%,-1%
O=C(NCCCCNC(=O)c1c(F)c(F)c(F)c(F)c1F)c1c(F)c(F)c(F)c(F)c1F,-6%,22,2%,-14,-11%,2.7,-3%,1%,-8%
O=C(CNC(=O)c1ccccc1Cl)NCCc1cccs1,-1%,.,5%,-1,-9%,.,3%,-2%,-4%
COC(=O)CSc1nc(-c2ccccc2)nc2ccccc12,7%,.,4%,-2,2%,.,-14%,-6%,-12%
CCOC(=O)c1c(-c2ccc(C)cc2)csc1NC(=O)c1cc(=O)c2cc(C)ccc2o1,-20%,.,?,-7,.,0.9,-5%,.,.
Cc1ccc2c(c1)/C(=C/c1ccc(F)cc1)C(=O)N2,-22%,-8,-15%,-7,-1%,-1.5,2%,?,-13%
O=C1OCC2=C1C(c1ccc3c(c1)OCO3)Sc1ccccc1N2 (centres undefined),?,-14,8%,-6,-5%,0.4,-2%,-2%,4%
COc1cc(NC(=O)CNc2cccc(S(=O)(=O)N3CCOCC3)c2)cc(OC)c1,-11%,18,6%,-4,1%,-0.4,-9%,-6%,2%
Cc1cc(N2CCN(c3ccccc3)CC2)nc(-n2nc(C)cc2C)n1,17%,-1,7%,5,0%,-0.5,3%,-2%,1%
CCCS(=O)(=O)c1nc(S(=O)(=O)c2ccc(C)cc2)c(N(C)Cc2ccccc2)s1,-24%,.,-21%,-1,2%,-0.1,-4%,-3%,4%
O=C(c1ccc(CNS(=O)(=O)c2ccc(F)cc2)cc1)N1CCCCCC1,-24%,.,.,-1,-3%,.,.,1%,-2%
O/N=C/c1cc(Br)ccc1OCc1cccc(F)c1,?,-11,-25%,-2,.,0.3,-2%,-2%,-5%
COc1ccc(NC(=O)CC2C(=O)N(c3ccccc3)C(=O)N2CCC2=CCCCC2)cc1 (centres undefined),5%,.,-2%,-2,2%,-0.4,0%,-2%,2%
COc1ccccc1NS(=O)(=O)c1ccc2oc(SCc3ccc(C#N)cc3)nc2c1,2%,-12,-13%,0,6%,1.4,1%,-3%,-2%
Cc1oc(-c2ccccc2Cl)nc1CS(=O)CC(=O)NCCCN1CC(C)CC(C)C1 (centres undefined),-11%,22,-26%,-5,-1%,-0.7,4%,-5%,-1%
Fc1ccccc1NC(=S)N/N=C/c1ccccc1Br,-6%,-8,-26%,-6,-2%,1.4,-1%,4%,-8%
CC1(C)CNC(=S)N1Cc1ccccc1,-10%,.,.,-3,-1%,.,.,-2%,-1%
O=C(c1ccc(Br)o1)N1CCN(CCc2ccncc2)CC1,4%,3,23%,-6,-11%,-0.5,11%,-4%,-1%
Cc1cc(C)c(S(=O)(=O)NCC2CCC(C(=O)NCCCN3CCC(C)CC3)CC2)c(C)c1 (centres undefined),-21%,-3,-22%[56.9 µM],-1,6%,0.6,15%,3%,-2%
CCNc1nc(NC(C)C)nc(OCCOC(=O)c2ccccc2)n1,7%,-11,2%,4,-2%,-0.7,-1%,-4%,2%
O=C(c1cccs1)N1CCCc2ccccc21,6%,-3,-12%,1,-1%,0.0,5%,-1%,-1%
CC(C)n1nnnc1SCC(=O)NC1CCCC1,-1%,-7,-7%,-6,5%,-0.5,-4%,2%,0%
O=C(Nc1ccccc1C(=O)NC1CC1)c1ccccc1,358%[activator],7,18%,-6,1%,0.0,2%,-3%,-5%
CN1CCN(c2ccc(Cl)cc2NC(=O)c2ccc(=O)n(C)n2)CC1,1%,-17,-17%,-6,-10%,2.4,-6%,3%,0%
Cc1cc(OCC(=O)NCc2ccccn2)c2c(C)cc(=O)oc2c1,21%&56%,-2,-14%[56.9 µM],-1&-4,0%,0.2,7%,-4%,-6%
CCCCN1CCNC1=S,-1%,17,-13%,-4,-8%,-1.0,11%,-5%,4%
Cc1cccc(N2CC(C(=O)Nc3nc4ccc(S(C)(=O)=O)cc4s3)CC2=O)c1C (centres undefined),-21%,10,-1%,-7,-9%,0.6,-2%,4%,7%
Cc1ccc(C)c(N2CCN(C(=O)Nc3cn(CC(C)C)c(=O)c4ccccc34)CC2)c1,-2%,.,5%,3,-5%,-1.1,6%,-5%,-8%
O=[N+]([O-])c1cc(C(F)(F)F)cc([N+](=O)[O-])c1NN=C1CCCCC1,?,14,?,2,-8%,0.5,-1%,1%,-9%
CCNC(=O)CN(C1CCCCC1)S(C)(=O)=O,-1%,8,0%,1,2%,0.3,3%,-4%,-6%
COc1cccc(CNC(=O)C2CCCN(c3nnc(-n4c(C)ccc4C)s3)C2)c1OC (centres undefined),-13%,.,3%,-1,7%,-1.0,-6%,-1%,-1%
O=C(CCn1cccn1)N1CCCC(N2CCN(c3cccc(C(F)(F)F)c3)CC2)C1 (centres undefined),0%,-7,-24%,-3,0%,0.4,4%,-1%,1%
O=C(Nc1cccc(Cl)c1)Nc1ccc2c(c1)C(=O)OC2,-21%,-10,1%,-3,-4%,1.3,0%,-3%,1%
COc1ccc(-n2c(Cc3cccn3C)nnc2SCC(=O)Nc2cccc(OC)c2)cc1,367%[activator],9,7%,-12,1%,-1.7,-5%,-6%,0%
COc1cccc(CN2CCN(C(=O)c3ccc(-c4ccccc4)cc3)CC2)c1,?,6,-10%,-14,1%,1.3,-2%,-6%,-3%
O=CN/N=C/c1c(O)ccc2ccccc12,-7%,5,-26%,9,?,0.1,-11%,-5%,-1%
CCOc1ccc(CNC23CN4CN(CN(C4)C2)C3)cc1,4%,2,-11%,-6,2%,0.7,.,-1%,0%
COCCn1c(NC(=S)NC(=O)C23CC4CC(CC(C4)C2)C3)cc(=O)[nH]c1=O,14%,0,-11%[11.4 µM],-1,0%,-0.4,11%,-1%,-9%
COc1cc(CN2CCCC(C(=O)c3ccccc3SC)C2)cc(OC)c1 (centres undefined),-8%,-6,-9%,-1,3%,-0.3,1%,-3%,0%
CCN(CC)S(=O)(=O)c1cc([N+](=O)[O-])ccc1NNC(=O)Nc1ccccc1OC,?,-3,-20%,6,1%,0.8,5%,-3%,-1%
COc1ccc(CC(N)c2csc(NC(=O)Nc3cc(OC)ccc3OC)n2)cc1 (centres undefined),?,.,.,-6,.,.,.,-8%,-8%
Cc1ccc(CNc2ncnc3cc(Cl)ccc23)o1,?,13,3%,-10,0%,-0.8,0%,-4%,-4%
COc1ccc(CC(=O)Nc2cc(C)ccc2O)cc1OC,-17%,-4,4%,-1,10%,0.2,-17%,1%,3%
CC(=O)N/N=C/c1ccc(OCCOc2ccc(Br)cc2)cc1,-18%,4,-2%,-6,-6%,0.2,-1%,1%,1%
COc1ccc(N=C/C=C2/C=C(c3ccccc3)OC(C)(C)O2)cc1,-17%,-16,-12%,5,3%,-0.8,-18%,-5%,-10%
COC1Cc2ccccc2N(C(N)=O)c2ccccc21 (centres undefined),7%,.,-20%,0,1%,.,0%,-3%,-3%
CCOc1cc(CNCCCN2CCOCC2)cc(Br)c1OCC(=O)Nc1cccc(C(F)(F)F)c1,?,-13,6%,-6,2%,1.7,-2%,-11%,-22%
Cc1cc(Cl)ccc1OC(C)C(=O)NCCCn1ccnc1 (centres undefined),-6%,-18,-25%,-7,4%,-0.2,-13%,2%,0%
